Compound activity as filed in PubChem BioAssay.
CBFb-RUNX1 inh – qHTS Assay for Compounds Blocking the Interaction Between CBF-beta and RUNX1 for the Treatment of Acute Myeloid Leukemia; AlphaScreen CBFb-His/RUNX1-biotin binding, biochemical; Potency, µM (top dose mostly 59.8 µM), for the others: at the top dose activity, negative = inhibition, most hits filed as inhibitors; 230,000 tested, under 10 active; AID 1477, 2009; further: % of control where 0% means no effect
Target sequence (Q01196 whole entry, looked up): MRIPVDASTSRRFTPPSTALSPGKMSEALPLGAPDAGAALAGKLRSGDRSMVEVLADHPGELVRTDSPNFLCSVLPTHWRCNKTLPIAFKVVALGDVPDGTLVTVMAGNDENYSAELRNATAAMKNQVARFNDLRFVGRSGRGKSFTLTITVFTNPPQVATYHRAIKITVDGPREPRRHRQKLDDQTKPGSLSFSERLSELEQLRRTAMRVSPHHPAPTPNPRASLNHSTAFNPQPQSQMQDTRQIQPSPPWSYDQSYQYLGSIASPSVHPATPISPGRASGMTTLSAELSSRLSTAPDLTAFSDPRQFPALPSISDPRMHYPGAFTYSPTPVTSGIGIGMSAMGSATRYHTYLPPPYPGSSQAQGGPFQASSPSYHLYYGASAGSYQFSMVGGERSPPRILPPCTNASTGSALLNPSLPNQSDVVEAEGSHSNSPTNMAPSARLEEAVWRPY
Target sequence (Q13951 whole entry, looked up): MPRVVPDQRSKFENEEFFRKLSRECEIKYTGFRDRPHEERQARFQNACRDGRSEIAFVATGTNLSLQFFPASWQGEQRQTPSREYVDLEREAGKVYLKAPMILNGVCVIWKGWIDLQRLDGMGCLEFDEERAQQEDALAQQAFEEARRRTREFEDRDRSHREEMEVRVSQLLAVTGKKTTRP
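Room-temperature protein-protein interaction test with 30 nM each of His-tagged CBF-beta and biotinylated RUNX1, 15 min with compound, then 90 min with nickel plus streptavidin beads. Signal read in AlphaScreen mode.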
L3MBTL1 block – qHTS Assay for the Inhibitors of L3MBTL1; AlphaScreen L3MBTL1–H3K9me1 peptide binding; Potency, µM (highest dose often 57.1 µM), for inactives: at the highest dose activity, negative = inhibition, usual class: inhibitors; Lethal(3)malignant brain tumor-like protein 1 (Homo sapiens), Q9Y468; AID 485360, 2010; 0.66% of 230,000 active; further: potency means the concentration at half of the fitted maximal effect; on the % scale 0 is the no-effect control and ±100 the full control effect; nearly all actives have a fitted effect of over 60% in size
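Displacement of a biotinylated histone H3(1-15) peptide monomethylated at Lys9 (75 nM) from L3MBTL1 (50 nM) was measured by AlphaScreen after a 30 min room-temperature compound incubation; cefsulodin titration served as intraplate control.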
Epigenetic derep – Quantitative High-Throughput Screen for Regulators of Epigenetic Control; 0.2% of 280,000 active; murine LDR cells, GFP reporter derepression, 30 h; Potency, µM (series often up to 53.9 µM), for the others: at the highest dose GFP activation, usual class: activators; further: potency means the concentration at half of the fitted maximal effect; % of control where 0% means no effect; nearly all actives have a fitted effect of over 60% in size
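Readout is the number of GFP-expressing murine LDR cells, counted by cytometry following washing. Cells were treated with compound for 30 h at 37 C; the stably integrated CMV-GFP locus is normally silent.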
HttQ103 aggreg – qHTS Multiplex Assay to Identify Dual Action Probes in a Cell Model of Huntington: Aggregate Formation (GFP); 1.1% of 220,000 active; Potency, µM (highest dose often 46.1 µM), for the others: at the top dose activity change, negative = inhibition, most hits filed as inhibitors; PC12 HttQ103-GFP aggregates, Acumen cytometry, 40 h; further: potency means the concentration at half of the fitted maximal effect; on the % scale 0 is the no-effect control and ±100 the full control effect; nearly all actives have a fitted effect of over 60% in size
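Aggregates are detected as GFP objects 1–25 µm with signal 6 STDEV over background in lysates of induced PC12 cells. These carry Huntingtin exon 1 with 103 glutamines fused to GFP under an ecdysone promoter; compounds titrated.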
IMPase Li inh – qHTS Assay for Identifying the Cell-Membrane Permeable IMPase Inhibitors: Potentiation with Lithium | CHO-M1 cells, IP1 TR-FRET (IP-One), carbachol + lithium | 0.35% of 210,000 active | Potency, µM (highest dose often 59.4 µM), for the others: top-dose activity, negative = IMPase inhibition, usual class: inhibitors;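 further: IP1 builds up when IMPase is blocked and the TR-FRET signal falls; potency means the concentration at half of the fitted maximal effect; plate controls were basal vehicle for no effect and high inhibitor control for full effect; nearly all actives have a fitted effect of over 50% in size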
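CHO cells stably expressing M1 receptor (2000/well, cultured 16–30 h) treated 30 min at 37C with compound plus low lithium. Cytosolic IP1 by TR-FRET (665/620 ratio and 620 channel) after 10 min lysis; AC50 by Hill fit.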
NPSR antagonist – qHTS Assay for Antagonists of the Neuropeptide S Receptor: cAMP Signal Transduction; 1% of 220,000 active; Potency, µM (highest dose often 38.3 µM), inactives show top-dose activity change, negative = inhibition, hits mostly inhibitors; CHO-NPSR cells, cAMP TR-FRET, antagonist mode; further: potency means the concentration at half of the fitted maximal effect; on the % scale 0 is the no-effect control and ±100 the full control effect; nearly all actives have a fitted effect of over 50% in size; many of its hits are not listed in these tables
Target sequence (Q6W5P4 whole entry, looked up): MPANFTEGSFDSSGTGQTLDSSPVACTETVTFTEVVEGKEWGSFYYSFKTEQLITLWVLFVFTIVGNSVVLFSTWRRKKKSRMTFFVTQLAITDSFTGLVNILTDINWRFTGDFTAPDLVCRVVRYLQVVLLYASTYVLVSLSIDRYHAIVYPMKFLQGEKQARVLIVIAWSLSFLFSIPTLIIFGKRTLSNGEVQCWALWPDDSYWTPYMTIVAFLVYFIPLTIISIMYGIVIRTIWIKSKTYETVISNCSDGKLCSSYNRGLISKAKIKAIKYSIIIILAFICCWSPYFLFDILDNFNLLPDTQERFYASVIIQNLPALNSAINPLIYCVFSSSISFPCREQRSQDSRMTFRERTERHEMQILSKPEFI
Luc counter – Counterscreen for Luciferase (Kinase-Glo TM) Inhibition. AID 1379, 2008. Potency, µM (highest dose often 38.3 µM), for inactives: at the highest dose activity change, negative = inhibition, most hits filed as inhibitors. Kinase-Glo luciferase, ATP luminescence, 8 min. 0.28% of 200,000 active. Luciferin 4-monooxygenase (Photuris pensylvanica), Q27757; further: potency means the concentration at half of the fitted maximal effect; on the % scale 0 is the no-effect control and ±100 the full control effect; nearly all actives have a fitted effect of over 60% in size
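Substrate mix (final 50 mM imidazole pH 7.2, 50 mM KCl, 7 mM MgCl2, 10 uM ATP, 0.01% Tween 20, 0.05% BSA) plus pin-tool compound, then Kinase-Glo detection mix; 8 min ambient, luminescence read.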
An asterisk follows results filed as active; ? = inconclusive; nt = not tested or not shown; & = joins results of further samples; [ ] = another dose, or the depositor's remark. The call rests on the fitted dose curve; in most records, active means well fitted curve in the direction sought with a large enough effect; inconclusive means small, poorly fitted or top-dose-only effect, or another doubt; inactive means no such curve, though single readings can be large; an effect the other way counts as inactive or inconclusive. This is a subset (hit frequency here may not be typical).

Start of the listing, in advance (10 entries):
SMILES	CBFb-RUNX1 inh	L3MBTL1 block	Epigenetic derep	HttQ103 aggreg	IMPase Li inh	NPSR antagonist	Luc counter
c1ccc(N2CCN(c3ccc4nncn4n3)CC2)nc1	4%	-8%	-0.8%	4%	14%[38.3 µM]	?	0%
CC(C)N(Cc1nc(-c2ccc(Cl)cc2)no1)C(=O)CCC1CCCC1	-1%	nt	-0.2%	?	12%[38.3 µM]	?	4%
COc1cc(CCN2C(=O)N[C@@H](c3cccc(C(F)(F)F)c3)C(C(C)=O)=C2C)cc(OC)c1OC	-8%&-9%	-4%	-1.1%&2.9%	9%	3%&6%	-34%	2%&1%
CSc1cc(C)c(OCC(=O)Nc2ccc(NC(C)=O)cc2)c(C)c1	2%	6%	2.1%	-1%[9.22 µM]	9%	14%	2%
COc1ccccc1-n1cnnc1SCC(=O)Nc1cc(C)on1	1%	10%	3.4%	-6%	-3%	11%	0%
CC(=O)N1CCC2(CC1)C/C(=N\NC(=S)Nc1ccccc1F)c1cc(O)ccc1O2	-10%	nt	1.5%	-3%	2%	-36%	1%
CN(c1ccc(C(=O)Nc2ccccc2C(F)(F)F)cc1)S(C)(=O)=O	-3%	-26%[11.4 µM]	-2.1%	5%	10%[38.3 µM]	6%[46.1 µM]	2%
Cc1ccc(C(=O)O)cc1S(=O)(=O)NCC1CCCO1 (stereo unspecified)	4%	1%	4.1%	4µM*	11%[38.3 µM]	0%[46.1 µM]	0%
Cc1cc(C)n2cc(CSc3nnnn3-c3ccccc3)nc2n1	1%	-3%	1.2%	30%	19%[38.3 µM]	-27%[46.1 µM]	0%
Cc1noc(C(=O)Nc2c(C)n(C)n(-c3ccccc3)c2=O)c1Cl	3%	14%	-1.0%	-15%	9%	-3%[46.1 µM]	0%

Main list, previewed entries included:
SMILES	CBFb-RUNX1 inh	L3MBTL1 block	Epigenetic derep	HttQ103 aggreg	IMPase Li inh	NPSR antagonist	Luc counter
c1ccc(N2CCN(c3ccc4nncn4n3)CC2)nc1	4%	-8%	-0.8%	4%	14%[38.3 µM]	?	0%
CC(C)N(Cc1nc(-c2ccc(Cl)cc2)no1)C(=O)CCC1CCCC1	-1%	nt	-0.2%	?	12%[38.3 µM]	?	4%
COc1cc(CCN2C(=O)N[C@@H](c3cccc(C(F)(F)F)c3)C(C(C)=O)=C2C)cc(OC)c1OC	-8%&-9%	-4%	-1.1%&2.9%	9%	3%&6%	-34%	2%&1%
CSc1cc(C)c(OCC(=O)Nc2ccc(NC(C)=O)cc2)c(C)c1	2%	6%	2.1%	-1%[9.22 µM]	9%	14%	2%
COc1ccccc1-n1cnnc1SCC(=O)Nc1cc(C)on1	1%	10%	3.4%	-6%	-3%	11%	0%
CC(=O)N1CCC2(CC1)C/C(=N\NC(=S)Nc1ccccc1F)c1cc(O)ccc1O2	-10%	nt	1.5%	-3%	2%	-36%	1%
CN(c1ccc(C(=O)Nc2ccccc2C(F)(F)F)cc1)S(C)(=O)=O	-3%	-26%[11.4 µM]	-2.1%	5%	10%[38.3 µM]	6%[46.1 µM]	2%
Cc1ccc(C(=O)O)cc1S(=O)(=O)NCC1CCCO1 (stereo unspecified)	4%	1%	4.1%	4µM*	11%[38.3 µM]	0%[46.1 µM]	0%
Cc1cc(C)n2cc(CSc3nnnn3-c3ccccc3)nc2n1	1%	-3%	1.2%	30%	19%[38.3 µM]	-27%[46.1 µM]	0%
Cc1noc(C(=O)Nc2c(C)n(C)n(-c3ccccc3)c2=O)c1Cl	3%	14%	-1.0%	-15%	9%	-3%[46.1 µM]	0%
CCOC(=O)Cc1c(C)c2ccc(N(CC)CC)cc2oc1=O	?	153%[activator]	?	?	nt	-16%[46.1 µM]	nt
Cc1cc(C)c2c3c(sc2n1)C(c1ccccc1)C(C#N)=C(N)O3 (stereo unspecified)	6%	nt	3.8%	4%	22%[38.3 µM]	10µM*	-3%
COc1ccc(C(=O)c2ccc(N(C)C)cc2)c(OC)c1	1%	-3%	2.9%	-33%	-8%[38.3 µM]	-2%[46.1 µM]	-1%
Brc1cc(Br)cc(CN2CCSCC2)c1	0%	20%	0.1%	-3%[9.22 µM]	nt	3%	nt
COc1ccc(CC(=O)O/N=C(\N)Cc2ccc(OC)cc2)cc1	20%	12%	-0.9%	3%	-18%[38.3 µM]	2%[46.1 µM]	-5%
CS(=O)(=O)N1CCc2cc(C(=O)NC3CC3)ccc21	0%	-2%	0.0%	0%	4%	20%	-3%
CC1(C)C/C(=C(/C#N)C(N)=O)CCO1	2%	1%	-1.1%	20%	-3%[38.3 µM]	-7%[46.1 µM]	-1%
Oc1c(C=NCc2ccncc2)sc2ccccc12	-22%	nt	0.0%	7%	10%[38.3 µM]	-16%[46.1 µM]	-4%
COc1cc(OC)c(OC)cc1C#N	6%	3%	1.3%	8%	nt	15%	0%
Cc1ccc2c(CSc3nnc(N)s3)cc(=O)oc2c1	11%	nt	-0.9%	-8%	17%[38.3 µM]	-8%[46.1 µM]	-6%
O=C(Cc1cccs1)N1CCN(c2cccc(Cl)c2)CC1	-1%	3%	-0.1%	-19%[9.22 µM]	-1%	-10%	-2%
Cc1ccc(NC(=S)NC(C)(C)C)c([N+](=O)[O-])c1	-13%	-20%	-4.1%	-2%[9.22 µM]	nt	-20%	nt
O=C(CNC(=O)c1cccs1)NCC(=O)OCc1ccccc1Cl	-7%	38%[activator]	1.1%	17%	4%[38.3 µM]	10%[46.1 µM]	-2%
O=C(Cn1ccc([N+](=O)[O-])n1)c1ccccc1	10%	1%	-0.1%	12%[9.22 µM]	8%	-9%	3%
Cc1c(NC(=O)COc2ncnc3ccccc23)c(=O)n(-c2ccccc2)n1C	1%	0%	0.0%	2%	-3%[38.3 µM]	19%[46.1 µM]	0%
(cont.)
SMILES	CBFb-RUNX1 inh	L3MBTL1 block	Epigenetic derep	HttQ103 aggreg	IMPase Li inh	NPSR antagonist	Luc counter
CN(C)c1cccc(C(=O)OC(C(=O)Nc2ccc(Cl)cc2C(F)(F)F)c2ccccc2)c1 (stereo unspecified)	-1%	6%	-1.5%	-6%	1%	-8%	0%
Cc1c(Br)cc(C(=O)N2CCCC2)c(C)c1C	-1%	-3%	0.0%	-4%	4%	-1%[46.1 µM]	4%
O=C(CCCc1ccccc1)NCCCN1CCOCC1	2%	1%	-7.0%	5%	nt	3%[46.1 µM]	nt
O=C(Nc1ccc2c(c1)OCO2)Nc1ccc2c(c1)OCO2	-6%	-4%	0.0%	nt	1%	6%	-4%
CCc1nnc(NCn2nc(C)cc2C)s1	2%	nt	-3.5%	-1%	-9%[38.3 µM]	-3%[46.1 µM]	-3%
CCc1n[nH]c2c1/C(=N/O)CCC2	6%	5%	-0.9%	-31%	-11%	14%[46.1 µM]	5%
Cc1cc(C)c(S(=O)(=O)NCC2CCC(C(=O)NCc3ccccn3)CC2)c(C)c1 (stereo unspecified)	-3%	nt	6.6%	2%	-3%	-14%	nt
Cc1c(C=NCCOCc2ccccc2)cnn1C	5%	3%	-1.1%	-16%	-9%[38.3 µM]	-20%[46.1 µM]	-5%
COc1ccc(N2C(=O)CCC(C(=O)O)C2c2ccc(OC)c(OC)c2)cc1 (stereo unspecified)	-2%	nt	-2.7%	1%	14%[38.3 µM]	1%[46.1 µM]	-3%
COc1cc(C=O)ccc1OCCCOc1ccc([N+](=O)[O-])cc1	-3%	-7%	0.0%	-29%	-1%	-3%	0%
COc1ccc(OC)c2c1C(=O)c1ccccc1C2=O	2%	-9%	-1.7%	-15%	-18%[38.3 µM]	-5%[46.1 µM]	-3%
O=C(CSc1nc(-c2ccco2)cc(C(F)(F)F)n1)NN1CCOCC1	6%	1%	3.3%	nt	-2%	6%	2%
Cc1nnc(N2CCCCC2)c2ccccc12	6%	-5%	1.1%	-2%	16%[38.3 µM]	-17%[46.1 µM]	-3%
CS(=O)(=O)c1sc2nc(-c3cccs3)cc(-c3ccccc3)c2c1N	0%	nt	-0.9%	15%	?	10µM*	4%
O=C(Nc1ccc([N+](=O)[O-])cn1)c1cc(-c2cccc(Cl)c2)nc2ccccc12	-2%	-3%	0.0%	-3%	7%	-5%	2%
CCS(=O)(=O)c1ccc2oc(SCC(=O)N3CCCCC3)nc2c1	-28%	12%	1.9%	12%	6%	6%	3%
COc1cc(C2NC(=O)NC(C)=C2C(=O)OCc2ccc(C)cc2)cc(OC)c1O (stereo unspecified)	1%	-4%	-0.9%	?	-12%[38.3 µM]	-10%[46.1 µM]	1%
O=C(CSCc1ccccc1Cl)NN=C1CCCCCC1	10%	-5%	0.4%	6%	-5%[38.3 µM]	0%[46.1 µM]	4%
O=C(CSc1ncn[nH]1)Nc1ccccc1C(=O)O	7%	5%	1.9%	-10%[9.22 µM]	8%[38.3 µM]	-4%[46.1 µM]	2%
CCOc1ccc(N(Cc2cc3ccc(C)cc3[nH]c2=O)C(=O)COC)cc1	9%	0%	-1.6%	2%	-1%[38.3 µM]	-14%[46.1 µM]	7%
Cc1noc(N)c1C(=O)Nc1ccc(F)c(Cl)c1	-7%	-3%	-2.2%	2%	8%[38.3 µM]	2%[46.1 µM]	-6%
COC(=O)c1ccc(C(NC(=O)OCc2ccccc2)/C(=C/[C@@H](C)C(=O)N(C)Cc2cccnc2)c2cccnc2)cc1 (stereo partly specified)	9%	nt	2.0%	nt	-1%	nt	-2%
S=c1[nH]nc(-c2cccnc2)n1Cc1ccccc1	0%	5%[11.4 µM]	-2.1%	10%	27%[38.3 µM]	-8%[46.1 µM]	-1%
COc1cc(/C=C2\SC(=O)NC2=O)ccc1Oc1ccc([N+](=O)[O-])cc1[N+](=O)[O-]	-8%	-15%	-0.6%	-19%	14%	10µM*	3%
CC(=O)Nc1ccccc1-c1nc2ccc(C(=O)N3CCN(c4cc(C)ccc4C)CC3)cc2[nH]c1=O	-1%	nt	0.5%	9%	12%[38.3 µM]	-17%[46.1 µM]	0%
